ARNT-TACC3 inh = disrupts binding between human ARNT and TACC3; Q9Y6A5; AlphaScreen His-ARNT PAS-B/GST-TACC3 binding, luminescence; TACC3 fragment carries E629A point mutation; inhibition, % at 9.99 µM; actives 0.66% (n = 390,000);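 active = mean inhibition of replicates at least 50% and at least half of replicates each reaching 50%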;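 also: 0% = complete ARNT plus TACC3 wells and 100% = ARNT alone without TACC3; many hits fall short of the cut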
PAX8 inh HTS = PAX8 transcriptional activity inhibition | RMG-I TPO-luciferase reporter, SteadyGlo, 24 h | inhibition, % at 12.6 µM | actives 1.2% (n = 360,000);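 active = mean replicate inhibition at least 60% with every replicate also reaching 60%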;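 also: luciferase light reporting Pax8 driven TPO promoter activity; plate controls were median of neutral control wells for no effect and mitoxantrone controls for full effect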
The depositor's hits bear a star. An excerpt; count on the stated rates, not on these rows.

Values run as follows: ARNT-TACC3 inh, PAX8 inh HTS
CCc1nnc(NC(=O)c2ccc(S(=O)(=O)N3CCCCCC3)cc2)s1
 : -6, -3
COc1ccc2nc(NC(=O)CN3CCOCC3)sc2c1
 : -15, -65
COc1ccc(OC)c(NC(=O)CSc2nnc(CNc3ccc(C)cc3C)o2)c1
 : 3, 7
COc1cccc(NC(=O)CC2(CC(=O)O)CCCC2)c1
 : 2, -15
CCNC(=O)NC1(C(=O)Nc2ccc3c(c2)CCC3)CCCCC1
 : -1, -12
CCOC(=O)C1CCN(C(=O)c2ccc(NC(=O)C3CCCO3)cc2)CC1 (stereo not drawn)
 : -10, 9
CCC(Sc1n[nH]c(=O)[nH]c1=O)C(=O)OCc1ccccc1 (stereo not drawn)
 : -2, -2
CCC(=O)Oc1ccc(C(=O)Nc2ccc3c(c2)C(=O)N(C2CCCCC2)C3=O)cc1
 : -6, 29
Cc1nc(-c2ccccc2)nc2[nH]c(-c3ccccc3)cc(=O)c12
 : 5, 7
O=C(CCl)Nc1ccccc1Sc1ccccc1
 : -5, 5
Cc1cc(NC(=O)CSc2nc(C(C)C)nc3sc4c(c23)CCC(C)C4)no1 (stereo not drawn)
 : -1, -3
CCOc1cccc(C(=O)Nc2ccccc2N2CCN(C(=O)C(C)C)CC2)c1
 : -5, 5
COC(=O)c1ccc(NC(=O)c2cc3sccc3n2C)cc1
 : -8, -83
NC(=O)C1CCN(CCC(=O)Nc2ccc3c(c2)CCC3)CC1
 : 3, 10
COc1ccc(NS(=O)(=O)c2c(C)[nH]c(=O)[nH]c2=O)c(OC)c1
 : -1, 3
O=S(=O)(NCC1CCN(S(=O)(=O)c2ccccc2)CC1)c1ccccc1
 : 7, 14
C/C(=N\O)C(C)(C)NC(=O)Nc1ccc(Cl)cc1
 : -10, -4
Cc1cccc(NC(=O)CC2S/C(=N/c3nccs3)N(C)C2=O)c1 (stereo not drawn)
 : 2, -15
CCC(CC)C(=O)c1c[nH]c(C(=O)NCc2ccco2)c1
 : 1, -1
COc1ccc(C(=O)OCC(=O)Nc2ccc(F)c(F)c2F)cc1OC
 : 16, -3
COc1ccc(Br)cc1CNC(=O)Nc1cccs1
 : 11, 15
O=c1cc(-c2ccccc2)nc(N2CCCCC2)[nH]1
 : 17, 9
COCCNC(=O)c1c[nH]c2ccc(OC)cc2c1=O
 : 4, -2
CCCCn1c(SCC(=O)NCc2ccco2)nc2c(sc3ccccc32)c1=O
 : -16, -15
Cc1cc(C)nc(N2CCCC(C(=O)NCc3ccccc3)C2)n1 (stereo not drawn)
 : -2, 4
Nc1nnc(CCOc2ccccc2Cl)s1
 : -5, -17
O=C(Nc1ccccc1)c1ccc(NCCN2CCOCC2)c(S(=O)(=O)N2CCOCC2)c1
 : -2, -23
Cc1cc(C)nc(NC2=NCC(=O)N2c2cccc(Cl)c2)n1
 : 0, -2
CCOC1CS(=O)(=O)CC1OCC (stereo not drawn)
 : -9, 4
O=C(COC(=O)c1cccc2ccccc12)Nc1ncc(C(F)(F)F)cc1Cl
 : 0, 16

Values run as follows: ARNT-TACC3 inh, PAX8 inh HTS
O=C(c1ccco1)N1CCN(c2nc3ccccc3c(=O)n2-c2ccccc2)CC1
 : -2, 10
COC(=O)c1c(C)oc2c1cc(NS(=O)(=O)c1cccs1)c1ccccc12
 : 0, 32
COC(=O)CN(CCc1ccccc1)S(=O)(=O)c1ccc(OC)c(OC)c1
 : -5, 13
Cc1ccc(CSc2ncn(-c3ccccc3)n2)cc1
 : -11, -10
Cc1ccc(/C(N)=N/OC(=O)N2c3ccccc3Sc3ccccc32)cc1
 : -2, -13
Cn1c(N)c(C(=O)COC(=O)c2ccc3c(c2)OCCO3)c(=O)n(C)c1=O
 : -2, 1
O=C(c1cnc(N2CCN(c3ncccn3)CC2)c2ccccc12)N1CCN(c2ncccn2)CC1
 : 33, 27
COc1ccc(C(=O)NC2CCN(C(=O)NC3CCCCC3)CC2)cc1
 : -3, 18
CCC(CC)n1[nH]c(=O)c2c(C)cc(C)nc21
 : 1, 5
CCN(CC)S(=O)(=O)c1ccc2c(c1)nc(CCC(=O)OCc1c(C)noc1C)n2C
 : 5, -2
Cn1nccc1C(=O)N1CCc2ccccc21
 : -2, -13
O=C(OCC#CCSc1nnc(-c2cccc3ccccc23)o1)c1cccs1
 : 5, 0
O=C(NCc1cccnc1)c1ccc(COc2cccc3ccccc23)o1
 : -2, 22
CC(=O)C1=C(C)N(Cc2ccco2)C(=O)C1(NC(=O)C1CCCCC1)C(F)(F)F (stereo not drawn)
 : -1, -9
CC(C)(C)c1nnc2sc(SC/C(O)=C(\C#N)c3nc4ccccc4[nH]3)nn2c1=O
 : 9, 14
COc1ccc2[nH]cc(C=O)c2c1
 : -5, -12
Cc1ccccc1CSCCNC(=O)CSCc1ccc([N+](=O)[O-])cc1
 : 4, -5
COCCNC(=O)CSc1nc2ccccc2c2nc(C)nn12
 : -60, 10
COc1ccc(/C=N/Nc2nc(Nc3ccccc3)nc(N3CCCCC3)n2)cc1OC
 : 3, -13
CCCCc1ccc(-c2csc(/C(C#N)=C/c3ccc(C)o3)n2)cc1
 : 8, -120
CN(C1CCCCC1)S(=O)(=O)c1ccc(-n2cnnn2)cc1
 : -3, 3
N/C(CN1CCCC1=O)=N\OC(=O)c1ccccc1Cl
 : -6, -101
CN1CCc2c(sc3c2c(NCc2ccco2)nc2nnnn23)C1
 : 7, 10
CCN(CC)CCn1c(=S)[nH]c2ncccc2c1=O
 : -2, -9
NCCCCCc1nnc(SC/C=C/c2ccccc2)o1
 : -2, -2
O=C(Nc1ccc(N2CCN(C(=O)c3ccco3)CC2)cc1)c1ccc2c(c1)OCO2
 : -9, 16
COc1ccc(NC(=O)N2CCC(NC(=O)c3ccco3)CC2)cc1
 : 0, 45
c1ccc(OCc2nc(-c3ccccc3)no2)cc1
 : -6, -201
C/C(CC1(O)/C(=N/O)CCc2nonc21)=N\O (stereo not drawn)
 : -2, 14
CC(C)[C@H](NC(=O)c1ccco1)C(=O)OCC(=O)N1CCc2ccccc21
 : 1, -24

Values run as follows: ARNT-TACC3 inh, PAX8 inh HTS
COCCN(C(=O)CNC(=O)c1ccco1)C(C(=O)NC1CCCC1)c1cccs1 (stereo not drawn)
 : -4, 0
CCOC(=O)c1ccc(NC(=O)NC2CCN(CC(=O)NCc3ccc4c(c3)OCO4)CC2)cc1
 : -3, -9
CCCC(=O)OCCn1c(Br)nc2c1c(=O)[nH]c(=O)n2C
 : 6, 2
COC(=O)c1sccc1NC(=O)c1ccc(OC)cc1
 : -5, -44
COc1ccc(NC(=O)CSc2nnc(CNC(=O)c3ccco3)o2)c(OC)c1
 : 10, -9
O=c1cc(CN2CCN(S(=O)(=O)c3ccc4c(c3)OCCO4)CC2)c2ccc(O)cc2o1
 : 22, 6
O=C(C1CC(c2cccc(Br)c2)=NO1)N1CCc2ccccc2C1 (stereo not drawn)
 : 4, -16
CCn1c(=O)cc(OCC(=O)Nc2cccc(C)n2)c2ccccc21
 : -1, -10
Cc1csc(NC(=O)C2CCCCC2C(=O)O)n1 (stereo not drawn)
 : 20, 7
O=C(N1CCN(c2ccccc2F)CC1)C12CC3CC(CC(C3)C1)C2
 : 2, 3
O=C(Nc1cccc(-c2nnc(-c3ccccc3)o2)c1)C1CCCCC1
 : 1, -106
CCn1c(SCC(=O)c2cc(C)n(CC3CCCO3)c2C)nc2ccccc21 (stereo not drawn)
 : 1, -99
Cc1c(C(=O)NC2CCCc3ccccc32)oc2ccccc12 (stereo not drawn)
 : 12, 4
COCCCNC(=O)Nc1ccc(F)cc1F
 : 2, -6
N#Cc1nc(COc2ccc(Cl)cc2)oc1N1CCCCCC1
 : 29, 3
COc1ccccc1NC(=O)C(CCS(C)(=O)=O)N1C(=O)c2ccccc2C1=O (stereo not drawn)
 : -1, 7
CCOP(=O)(OCC)c1nc(-c2ccc(C)cc2)oc1N1CCOCC1
 : 7, -17
COC(=O)c1ccc(CSc2nccn2C)cc1
 : -4, -29
CC(=O)N1CCc2cc(Br)cc(S(=O)(=O)NCc3ccccn3)c21
 : 11, -3
COc1ccccc1OCC(=O)NN1Cc2ccccc2C1=N
 : -22, -6
O=C(CCc1ccccc1)Nc1ccccc1C(=O)NCc1ccco1
 : -4, -10
CCCCSc1nc(C)cc(NC(=S)Nc2ccc(OC)cc2)n1
 : -7, 6
O=C(CCCCCn1c(=S)[nH]c2cc3c(cc2c1=O)OCO3)N1CCN(C(=O)c2ccco2)CC1
 : -8, 3
C=CCn1c(SCC(=O)N2CC(=O)Nc3ccccc32)nc2scc(-c3cccs3)c2c1=O
 : -1, 33
CCN(CC)C(=O)CSC1=Nc2ccccc2C2=NC(Cc3c[nH]c4ccccc34)C(=O)N12 (stereo not drawn)
 : -3, 3
Cc1cc(C(F)(F)F)nn1Cc1n[nH]c(=S)n1Cc1ccccc1
 : -6, -13
C/C(=N\NC(=O)c1cccc(S(=O)(=O)Nc2ccccc2Cl)c1)c1ccc(-n2ccnc2)cc1
 : -2, -11
COc1ccc(N2CCN(C(=O)CSc3nnc4c(C)cc5ccc(C)c(C)c5n34)CC2)cc1
 : 3, 22
COc1ccc(-c2nnn(CC(=O)NCc3cccs3)n2)cc1OC
 : -9, -10
O=C(Nc1ccc(CN2CCOCC2)cc1)c1ccc(-c2cc(Cl)ccc2Cl)o1
 : -1, 21

An excerpt of these results, as tab-separated lines.
Structure	ARNT-TACC3 inh	PAX8 inh HTS
COc1ccccc1NC(=O)C(CCS(C)(=O)=O)N1C(=O)c2ccccc2C1=O (stereo not drawn)	-1	7
CCOP(=O)(OCC)c1nc(-c2ccc(C)cc2)oc1N1CCOCC1	7	-17
COC(=O)c1ccc(CSc2nccn2C)cc1	-4	-29
CC(=O)N1CCc2cc(Br)cc(S(=O)(=O)NCc3ccccn3)c21	11	-3
COc1ccccc1OCC(=O)NN1Cc2ccccc2C1=N	-22	-6
O=C(CCc1ccccc1)Nc1ccccc1C(=O)NCc1ccco1	-4	-10

The results go on:
Values run as follows: ARNT-TACC3 inh, PAX8 inh HTS
Cc1c(C(=O)Nc2ccc(Cl)cc2)c2ccccn2c1C(=O)c1ccccc1
 : 2, -15
O=C(NCc1ccco1)c1ccccc1NC(=O)C1CC(=O)N(c2ccc(Cl)cc2)C1 (stereo not drawn)
 : 2, 18
O=C(COC(=O)Cn1cnc2ccccc21)NCCC1=CCCCC1
 : -3, -4
COC(=O)C1CCN(C(=O)c2ccccc2NC(C)=O)CC1
 : -4, -7
O=C(CC1Sc2ccccc2NC1=O)Nc1cccc(-c2nnc3n2CCCCC3)c1 (stereo not drawn)
 : 2, -2
COc1ccc(S(=O)(=O)CCc2nnc(NC(=O)c3cccs3)s2)cc1
 : -6, 8
O=C(N/N=C/c1ccc(N2CCOCC2)c([N+](=O)[O-])c1)c1ccc(F)cc1
 : 4, 37
CC1CCN(C(NC(=O)c2ccco2)C(=O)c2ccccc2)CC1 (stereo not drawn)
 : -1, -12
O=C(c1ccc2c(c1)OCO2)N(CC1CCCO1)C1(C(=O)NC2CCCC2)CCCCC1 (stereo not drawn)
 : 2, -1
Cc1cc(C)nc(NC(=O)CSc2ccccn2)n1
 : -1, -13
COCCNC(=O)c1cc2sc3ccccc3c2s1
 : -4, -133
O=C(C1CCN(S(=O)(=O)c2ccccc2)CC1)N(CCc1ccccc1)Cc1ccco1
 : -22, 31
COc1cccc(-c2csc3nc[nH]c(=O)c23)c1
 : -17, 6
COc1ccc2[nH]c3ccc(OC)cc3c2c1
 : 9, -64
CCOc1cc(C2C(C(=O)N3CCCCC3)=C(C)NC3=C2C(=O)CC(C)(C)C3)ccc1O (stereo not drawn)
 : -3, 13
COc1ccc(C2C(C(=O)NCc3cccnc3)c3cc(OC)c(OC)cc3C(=O)N2C)cc1 (stereo not drawn)
 : -4, -1
COc1ccc(NC2C=CS(=O)(=O)C2)cc1 (stereo not drawn)
 : -1, -3
Cc1[nH]c2ccccc2c(=O)c1CN1CCCCC1
 : -2, 9
CCc1ccccc1N=C1SCC(=O)N1C
 : 0, 12
COC(=O)Nc1ccc(S(=O)(=O)N2CCN(c3ccc(F)cc3)CC2)cc1
 : 2, 17
Nc1cccc2c1C(=O)N(C(=O)c1cccc(S(=O)(=O)N3CCCCCC3)c1)C2=O
 : -5, 3
O=C(NCc1cccnc1)C1CC2c3ccccc3C1c1ccccc12 (stereo not drawn)
 : 38, -8
CC(C)C(C)NC(=O)COc1ccc(-c2ccccc2)cc1 (stereo not drawn)
 : -7, -25
COc1ccccc1NC(=O)N1CCCC1C(=O)NCc1ccc(F)cc1 (stereo not drawn)
 : -4, -9
COc1ccc(CCNC(=O)CCC(=O)N2CCN(S(=O)(=O)c3ccccc3)CC2)cc1OC
 : -1, -13
O=C(c1ccc(Cl)cc1)c1ccc(CN2C(=O)c3ccccc3C2=O)o1
 : -10, 16
CCCCNC(=O)C1=C(N)C(C(=O)Nc2ccc(C)c(S(=O)(=O)N3CCCCC3)c2)SC1=Nc1ccc(C)cc1C (stereo not drawn)
 : -3, 31
Cn1c(CNc2ccc(Cl)cc2)nnc1SCc1ccccc1
 : -6, 16
COCCCNC(=O)Nc1ccc2c(c1)N(C)C(=O)CS2
 : -4, -9
O=C(O)CCCNC(=O)OCc1ccccc1
 : -36, -1

Values run as follows: ARNT-TACC3 inh, PAX8 inh HTS
CCOC(=O)c1c(NC(=S)NC(=O)c2ccco2)sc2c1CCCC2
 : -20, -14
CCCCNC(=O)Cn1cnc2sc(C(=O)OCC)c(C)c2c1=O
 : -3, 3
CN1CCN(c2ccc([N+](=O)[O-])c(-n3nc(-c4ccccc4)c4ccccc4c3=O)c2)CC1
 : 24, 5
Cc1ccc(S(=O)(=O)/C(C#N)=C/c2c(N3CCC(C(N)=O)CC3)nc3c(C)cccn3c2=O)cc1
 : 10, 17
Cc1c(C(=O)NCc2ccccc2)oc2ccc(S(=O)(=O)N3CCC4(CC3)OCCO4)cc12
 : 10, -2
CCc1ccccc1NC(=O)CN(c1cccc(OC)c1)S(C)(=O)=O
 : -1, 0

From PubChem
